Screening results (PubChem BioAssay)
PI4K2A inh – inhibitors of human PI4K2A. Q9BTU6. purified PI4K2A, ADP-Glo luminescence, 1 h; hits give low values. activity change, negative = inhibition, % at 76.9 µM. actives 0.13% (n = 420,000). AID 1346378; in the data active = activity change below about -50%; inconclusive = mostly about -30% to -49%;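 also: -100% = wells without enzyme as full effect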
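PI4K2A activity was measured by ADP-Glo luminescence: enzyme (4 ug/mL stock) and phosphatidylinositol (1.2 mM stock) in Tris pH 7.5/MgCl2/EGTA/Triton X-100 buffer were reacted with ATP (300 microM stock) for one hour at ambient temperature.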
GLS inh – glutaminase GLS (human) inhibition; actives 0.21% (n = 410,000); O94925; Potency, µM (doses to about 45.5 µM), without a hit: top-dose activity change, negative = inhibition, most hits filed as inhibitors; GLS enzymatic activity, qHTS titration; also: potency is read from the fitted curve at half-maximal effect; % is scaled to controls: 0 for no effect and ±100 for the full control effect
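Compounds were pin-transferred onto hKGA, after which L-glutamine (1 mM solution) and a detection mix of glutamate oxidase, HRP and Amplex Red were added. Initial and 30 min RT fluorescence reads were collected.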
HP1b chromo inh – inhibitors of HP1-beta chromodomain binding to methylated histone tails. Potency, µM (top dose mostly 114 µM), inactives show top-dose activity change, negative = inhibition, actives largely listed as inhibitors. actives 0.56% (n = 390,000). AlphaScreen HP1-beta / biotin-H3K9me3 peptide binding. AID 540317. P83916; also: potency is read from the fitted curve at half-maximal effect; nearly all actives have a fitted effect of over 70% in size; inactives centre near 23
Target sequence (P83916 whole entry, looked up): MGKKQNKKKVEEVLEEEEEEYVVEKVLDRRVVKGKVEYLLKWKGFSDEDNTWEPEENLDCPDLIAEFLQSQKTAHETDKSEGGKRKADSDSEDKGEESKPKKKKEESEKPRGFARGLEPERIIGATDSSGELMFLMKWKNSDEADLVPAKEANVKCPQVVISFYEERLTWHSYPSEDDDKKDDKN
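HP1-beta protein (50 nM final) preincubated 30 min at room temperature with biotinylated H3(1-18)K9me3 peptide (50 nM) in PBS pH 7.4, 0.01% Tween-20, then compound added for 30 min. AlphaScreen streptavidin donor/nickel chelate acceptor beads (10 ug/mL final), 30 min dark, luminescence read.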
mIDH1 inhibitor – blocks human mutant IDH1 R132H enzyme | O75874 | IDH1-R132H enzyme, NADPH consumption, diaphorase/resazurin fluorescence | Potency, µM (titrated, usually from 76.6 µM), for inactives: at the highest dose activity change, negative = inhibition, most hits filed as inhibitors | actives 0.093% (n = 390,000); also: potency is read from the fitted curve at half-maximal effect; % is scaled to controls: 0 for no effect and ±100 for the full control effect; nearly all actives have a fitted effect of over 65% in size
Target sequence (O75874 whole entry R132H, stated change not applied): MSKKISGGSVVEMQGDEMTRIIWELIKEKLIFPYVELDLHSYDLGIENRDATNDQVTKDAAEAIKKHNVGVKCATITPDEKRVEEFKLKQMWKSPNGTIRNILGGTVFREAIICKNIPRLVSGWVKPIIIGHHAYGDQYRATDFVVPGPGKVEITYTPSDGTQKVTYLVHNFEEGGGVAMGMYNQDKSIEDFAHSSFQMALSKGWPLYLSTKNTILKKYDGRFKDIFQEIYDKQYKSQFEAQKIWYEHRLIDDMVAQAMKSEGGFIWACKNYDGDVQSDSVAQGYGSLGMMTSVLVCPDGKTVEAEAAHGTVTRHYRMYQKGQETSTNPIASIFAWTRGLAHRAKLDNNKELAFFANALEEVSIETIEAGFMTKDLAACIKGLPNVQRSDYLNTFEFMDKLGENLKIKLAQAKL
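IDH1-R132H (0.5 ug/mL dispensed) in pH 7.5 Tris buffer was preincubated 30 min with compound, then given a substrate mix of 0.016 mM NADPH and 2 mM alpha-KG for 80 min at room temperature; remaining NADPH was read by diaphorase/resazurin fluorescence.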
PGK inhibitor – blocks T. brucei phosphoglycerate kinase. AID 602233. PGK/GAPDH coupled, Kinase-Glo luminescence, 60 min. actives 0.043% (n = 380,000). P07378. Potency, µM (top dose mostly 57.5 µM), for the others: at the highest dose activity change, negative = inhibition, hits mostly inhibitors; also: potency is read from the fitted curve at half-maximal effect; % is scaled to controls: 0 for no effect and ±100 for the full control effect; nearly all actives have a fitted effect of over 60% in size
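Recombinant glycosomal PGK reaction used 1,3-bisphosphoglycerate generated in-well by GAPDH (100nM final) in 100mM TEA pH 7.6, 5mM MgCl2, 0.01% Tween-20. After 60 minutes at room temperature, ATP was read by Kinase-Glo Plus luminescence end-point.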
TrxR1 inh – rat TrxR1 inhibition; O89049; recombinant rTrxR1, NADPH fluorescence consumption, selenite substrate; Potency, µM (titrated, usually from 114 µM), inactives show at the top dose activity change, negative = inhibition, actives largely listed as inhibitors; actives 1% (n = 390,000); AID 588453; also: potency is read from the fitted curve at half-maximal effect; % is scaled to controls: 0 for no effect and ±100 for the full control effect; nearly all actives have a fitted effect of over 65% in size
Target sequence (O89049 whole entry, looked up): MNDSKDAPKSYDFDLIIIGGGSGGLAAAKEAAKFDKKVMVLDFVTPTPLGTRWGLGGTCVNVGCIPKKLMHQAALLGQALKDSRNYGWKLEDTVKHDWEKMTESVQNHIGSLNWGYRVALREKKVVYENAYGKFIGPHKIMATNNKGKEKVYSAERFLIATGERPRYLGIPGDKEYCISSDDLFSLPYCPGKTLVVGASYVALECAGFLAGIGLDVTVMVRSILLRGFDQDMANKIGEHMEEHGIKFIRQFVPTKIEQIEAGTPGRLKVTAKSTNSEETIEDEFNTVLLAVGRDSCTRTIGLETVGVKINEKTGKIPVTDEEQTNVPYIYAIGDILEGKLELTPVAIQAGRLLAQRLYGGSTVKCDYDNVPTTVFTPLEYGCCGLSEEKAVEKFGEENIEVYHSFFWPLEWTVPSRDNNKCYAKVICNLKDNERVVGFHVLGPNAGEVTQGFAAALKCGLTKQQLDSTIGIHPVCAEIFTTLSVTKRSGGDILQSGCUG
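Rat TrxR1 (90 nM in the dispensed reagent) was pre-reduced with 400 uM NADPH for 5 min at room temperature, then incubated with compound for 15 min. After 400 uM selenite was added, NADPH fluorescence (Ex 340/Em 450 nm) was followed for 8 min.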
Pin1 inhibitor – human Pin1 inhibition; Q13526; actives 0.009% (n = 390,000); Pin1 FP peptide displacement, HiFluor488, 10 min; Potency, µM (top dose mostly 115 µM), for the others: at the highest dose activity, negative = inhibition, usual class: inhibitors; active = well fitted inhibition curve with a large enough effect in the polarisation, with a control signal flat, not every such curve was filed as active; inconclusive = small, poorly fitted or top-dose-only effect, or effect the other way, or a change in a side signal; inactive = no such curve, though single readings can be large or run the other way; the % refers to the polarisation; also: potency is read from the fitted curve at half-maximal effect; % is scaled to controls: 0 for no effect and ±100 for the full control effect
USP1-UAF1 inh – inhibitors of human USP1/UAF1 deubiquitinase; O94782; Potency, µM (highest dose often 57.1 µM), inactives show at the highest dose activity change, negative = inhibition, actives largely listed as inhibitors; recombinant USP1/UAF1, Ub-Rhodamine cleavage fluorescence; actives 0.23% (n = 390,000); also: potency is read from the fitted curve at half-maximal effect; % is scaled to controls: 0 for no effect and ±100 for the full control effect; nearly all actives have a fitted effect of over 60% in size; inactives centre near -12
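In this screen, compounds sit with the deubiquitinase complex (1nM) for 15 min at room temperature before Ub-Rho is added at 150nM final. Fluorescence rise is then followed for 6 reads every 60 seconds.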
TrxR1 substrate – is turned over as a substrate by rat TrxR1. AID 588456. O89049. Potency, µM (top dose mostly 114 µM), without a hit: at the top dose activity change, negative = substrate turnover. purified TrxR1 substrate turnover, NADPH consumption readout. actives 0.01% (n = 390,000); also: potency is read from the fitted curve at half-maximal effect; % is scaled to controls: 0 for no effect and ±100 for the full control effect; nearly all actives have a fitted effect of over 50% in size
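Rat TrxR1, dispensed at 90 nM, was prereduced with 400 uM NADPH (final) for 5 min at ~22 deg C, then incubated with compound 15 min before 400 uM selenite. A first-read NADPH fluorescence drop versus no-compound background flagged substrates.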
* marks the source's active call; other numbers are inactive results; i = inactive; ? = inconclusive; . = no result given; [ ] = remark or other dose. Unless noted, calls follow the shape of the dose curve; as a rule, active = well fitted curve in the direction sought with a large enough effect; inconclusive = small, poorly fitted or top-dose-only effect, or another doubt; inactive = no such curve, though single readings can be large; an effect the other way counts as inactive or inconclusive. A portion of the library, so the mix of outcomes need not match the whole.

entry	TrxR1 substrate	GLS inh	TrxR1 inh	PI4K2A inh	HP1b chromo inh	Pin1 inhibitor	mIDH1 inhibitor	PGK inhibitor	USP1-UAF1 inh	SMILES
1	12%	5%	-17%	5	-8%	?	12%	i	-6%	CSc1nc2c(c(=O)[nH]1)C(c1cccs1)C1=C(CCCC1=O)N2 (centres undefined)
2	-3%	18%	2%	-8	37%	-9%	6%	4%	-14%	CC1(C)Cc2ccccc2-c2nnc(-c3ccc4ccccc4n3)n21
3	1%	-2%	16%	-6	14%	2%	-5%	i	-26%	COC(=O)c1cc(NC(=O)c2cc3c(-c4ccccc4F)nn(C)c3s2)cc(C(=O)OC)c1
4	-12%	-2%	-35%	0	33%	-3%	-1%	i	-15%	COc1ccc(CN2CCNC(=O)C2CC(=O)NCC(C)(C)N2CCOCC2)cc1C (centres undefined)
5	5%[57.1 µM]	-25%	8%[57.1 µM]	14	7%	-11%	5%	-4%	-18%	Cc1cc(=O)c2c(O)c(O)ccc2o1
6	8%	-13%	13%[57.1 µM]	1	39%	?	?	-5%	142%[activator]	CCN1C(=O)/C(=C2/Sc3ccccc3N2CC)S/C1=N\c1ncn[nH]1
7	10%[57.1 µM]	0%	-4%[57.1 µM]	3	24%	1%	0%	2%	-2%	COC(=O)C1=C(N)Oc2cc(C)n(Cc3cccnc3)c(=O)c2C1c1ccc(OC)c(OC)c1OC (centres undefined)
8	-2%	1%	-13%	-2	37%	1%	3%	-7%	-11%	Cc1c(Cl)cccc1NC(=O)NCc1ccncc1
9	1%	-6%	14%	-1	28%	18%	-2%	1%	-19%	CC1CCN(CCNC(=O)c2ccc3c(=O)n(Cc4ccc(Cl)cc4)c(=S)[nH]c3c2)CC1
10	-10%	-10%	-18%	6	-2%	8%	6%	-8%	-20%	O=C(NCc1ccc2c(c1)OCO2)c1cc([N+](=O)[O-])ccc1N1CCCCC1
11	-1%	2%	21%	-4	7%	-10%	-2%	-3%	2%	Cc1ccc(S(=O)(=O)NCCCNS(=O)(=O)c2ccccc2[N+](=O)[O-])cc1
12	4%	0%	1%	0	-10%	-1%	-2%	-10%	-19%	O=C1C=C(Nc2cccc(Cl)c2)CC(c2ccco2)C1 (centres undefined)
13	1%	-3%	7%	-2	53%[activator]	1%	3%	-4%	-23%	O=C(c1cccs1)N1CCN(Cc2cn[nH]c2-c2ccc(F)cc2F)CC1
14	1%[57.1 µM]	4%	10%[57.1 µM]	4	-16%	-3%	1%	20%	-16%	CN1CCN(c2ncnc3c2c(-c2ccccc2)cn3-c2ccc(F)cc2)CC1
15	-5%	14%	26%	-1	-2%	-2%	-8%	-2%	-14%	O=C1c2ccccc2C(=O)N1Cc1cnc(N2CCN(c3ccccc3)CC2)s1
16	-5%[57.1 µM]	4%	-6%[57.1 µM]	0	28%	?	6%	2%	-5%	COc1cccc(N2CCN(C(=S)Nc3ccccc3)CC2)c1
17	-12%	2%	-18%	-10	-2%	2%	15%	?	-2%	COCCn1c(C)cc(C(=O)CSc2nnc(C)s2)c1C
18	10%[57.1 µM]	1%	22%[11.4 µM]	-1	35%[activator]	7%	27%	7%	-10%	CCOC(=O)N1CCN(C(=O)Cn2cnc3ccccc3c2=O)CC1
19	.	10%	.	-7	.	.	-1%	-3%	-22%	CCOC(=O)c1ccc(NC(=S)P(=O)(c2ccccc2)c2ccccc2)cc1
20	5%[57.1 µM]	1%	12%[57.1 µM]	-9	1%	-2%	-6%	-2%	-5%	Cc1cc(C(=O)CSc2nnc(N)s2)c(C)n1-c1c(C)n(C)n(-c2ccccc2)c1=O
21	-23%	5%	-29%	-14	25%	0%	3%	-10%	-9%	COc1ccc(/C=N\NC(=O)/C(=C\Nc2nccc(C)n2)NC(=O)c2ccccc2)cc1
22	1%	-1%	13%	1	37%	2%	8%	-5%	-26%	O=C1C=C(c2ccc(-c3ccccc3)c(F)c2)C[C@@H](c2ccc3c(c2)OCO3)C1
23	-3%	.	-3%	0	39%[activator]	7%	4%	i	-14%	Cc1ccc(Cn2ncc3c(N4CCOCC4)ncnc32)cc1
24	70%[activator]	-5%	-6%	5	54%[activator]	-1%	5%	-1%	-4%	Cc1cc(OCC(=O)NCc2ccncc2)c2c(C)c(C)c(=O)oc2c1
25	3%[57.1 µM]	-6%	6%[57.1 µM]	-7	-2%	-2%	1%	-6%	-23%	Cc1ccc(NC(=O)C2C(c3ccccc3)C=CC(c3ccccc3)C2C(=O)O)cc1 (centres undefined)
26	-11%[11.4 µM]	4%	37%[activator][11.4 µM]	-3	52%[activator]	-18%	5%	i	-9%	CSc1cccc(NC(=S)NCCCO)c1
27	7%[57.1 µM]	-3%	5%[57.1 µM]	-24	15%	-2%	5%	i	-13%	Cc1ccc(C23CC4CC(CC(C(N)=O)(C4)C2)C3)cc1
28	4%	1%	11%	-2	5%	2%	-3%	2%	-21%	COc1ccc(NC(=O)CCNS(=O)(=O)c2cccc3nonc23)cc1Cl
29	-10%	-10%	-14%	3	16%	1%	5%	7%	-10%	CCN(CC(=O)Nc1ccccc1C(F)(F)F)C(=O)c1cc(-c2cccs2)nn1-c1ccccc1
30	0%	-1%	20%	4	46%[activator]	-11%	-4%	i	-12%	CN(CCC1CCOCC1)C(=O)C1CCC(=O)N(CCc2ccc(Cl)cc2)C1 (centres undefined)

3 compounds out of the list, arranged by formula weight, rising:
entry	TrxR1 substrate	GLS inh	TrxR1 inh	PI4K2A inh	HP1b chromo inh	Pin1 inhibitor	mIDH1 inhibitor	PGK inhibitor	USP1-UAF1 inh	SMILES
18	10%[57.1 µM]	1%	22%[11.4 µM]	-1	35%[activator]	7%	27%	7%	-10%	CCOC(=O)N1CCN(C(=O)Cn2cnc3ccccc3c2=O)CC1
13	1%	-3%	7%	-2	53%[activator]	1%	3%	-4%	-23%	O=C(c1cccs1)N1CCN(Cc2cn[nH]c2-c2ccc(F)cc2F)CC1
7	10%[57.1 µM]	0%	-4%[57.1 µM]	3	24%	1%	0%	2%	-2%	COC(=O)C1=C(N)Oc2cc(C)n(Cc3cccnc3)c(=O)c2C1c1ccc(OC)c(OC)c1OC (centres undefined)

The list goes on.
entry	TrxR1 substrate	GLS inh	TrxR1 inh	PI4K2A inh	HP1b chromo inh	Pin1 inhibitor	mIDH1 inhibitor	PGK inhibitor	USP1-UAF1 inh	SMILES
31	4%[57.1 µM]	-1%	17%[57.1 µM]	3	2%	2%	-4%	7%	-22%	CCOc1ccccc1N(CC(=O)Nc1ccc(S(=O)(=O)N2CCOCC2)cc1)S(C)(=O)=O
32	0%	3%	17%	-2	4%	-10%	3%	-9%	7%	O=C(CCC1CCCCC1)NC1=NCCS1
33	-13%	20%	3.5µM*	-9	20µM*	-3%	19%	1%	28µM*	CCOc1cc(CNc2ccc(N3CCCC3)cc2)cc(Cl)c1OC
34	0%	3%	8%	-7	39%	-2%	-8%	-3%	-24%	Cn1c(SCC(=O)c2ccc3c(c2)NC(=O)CO3)nc2ccccc21
35	7%	17%	9%	4	14%	?	14%	-10%	-8%	COc1ccc(S(=O)(=O)NCCN2CCOCC2)c2ccccc12
36	3%	2%	21%	0	13%	0%	9%	-11%	-23%	CCn1ccc(C(=O)Nc2ncc(C)s2)n1
37	5%	1%	20%	0	38%	-9%	4%	6%	-4%	Cc1cc(C)n(C(CC(=O)O)C(=O)O)n1 (centres undefined)
38	-2%	-7%	-18%	-1	23%	10%	-7%	-2%	-17%	CCn1cc([C@@H]2C[C@H]3CN(Cc4cccc(Cl)c4)C(=O)[C@]34CCCN24)c(C)n1
39	11%[57.1 µM]	-13%	15%[57.1 µM]	-5	10%	-2%	-4%	i	-19%	CCn1cc(CNCc2cn(C)nc2-c2ccc(C3CCCCC3)cc2)cn1
40	4%	-3%	8%	0	42%[activator]	-8%	-1%	-1%	-14%	COc1cccc(CNC(=O)CCC2CCCN(c3cc(C)nc(N(C)C)n3)C2)c1 (centres undefined)
41	-6%	3%	18%[11.4 µM]	-3	41%[activator]	-2%	2%	11%	18%	Cc1[nH]c2ccc(F)cc2c1CCNC(=O)c1cc2cc(Cl)ccc2oc1=O
42	15%	1%	-7%	0	14%	-13%	22%	7%	-17%	C#CCOCCOCCOCCNc1nc(N2CCN(C(=O)[C@H](CC(N)=O)n3cc(C(N)[C@@H](C)CC)nn3)CC2)nc(N2CCN(C(=O)[C@H](CCC(=O)O)n3cc([C@@H](N)CCCCN)nn3)CC2)n1 (some centres undefined)
43	3%	-1%	12%	-5	36%	4%	2%	-2%	-19%	COc1cc(S(=O)(=O)NCc2ccccc2)ccc1Br
44	-7%	-9%	-15%	3	20%	-3%	5%	1%	-4%	Cc1ccc(S(=O)(=O)NC(C)(C)C)cc1C(=O)OCC(=O)N1CCCC1=O
45	0%	1%	25%	3	10%	-3%	5%	-2%	-11%	COc1cccc(OCCCCCN2CCOCC2)c1
46	0%[57.1 µM]	-8%	19%[57.1 µM]	1	18%	8%	0%	-8%	-18%	COc1cc(NS(=O)(=O)c2ccc(NS(=O)(=O)c3ccc(NC(C)=O)cc3)cc2)nc(OC)n1
47	-9%	-11%	4%	2	-6%	?	.	.	-26%	CCOc1ccc(NCc2cccn2-c2nnc(N3CCC(C(=O)NCCc4ccc(OC)c(OC)c4)CC3)s2)cc1
